High-throughput results: PubChem BioAssay, The Scripps Research Institute Molecular Screening Center
MITF inh: human MITF inhibition, primary screen; inhibition, % at 2.6 µM; AID 1259374; 650,000 tested, 0.91% active; AlphaScreen MITF homodimerization, bead proximity signal; O75030; in the data active = inhibition above about 50%;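 also: 0% = vehicle wells with protein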
FBW7 activator: human FBW7 E3 ligase activation, primary screen; 650,000 tested, 0.13% active; Q969H0; normalized activity (activation), % at 26.1 µM; AlphaScreen FBW7–phospho-cyclin E peptide binding, activator screen; in the data active = normalized activity above about 1.9%;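 also: purified mutant Fbw7 with reduced substrate affinity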
Target sequence (Q969H0 whole entry, looked up): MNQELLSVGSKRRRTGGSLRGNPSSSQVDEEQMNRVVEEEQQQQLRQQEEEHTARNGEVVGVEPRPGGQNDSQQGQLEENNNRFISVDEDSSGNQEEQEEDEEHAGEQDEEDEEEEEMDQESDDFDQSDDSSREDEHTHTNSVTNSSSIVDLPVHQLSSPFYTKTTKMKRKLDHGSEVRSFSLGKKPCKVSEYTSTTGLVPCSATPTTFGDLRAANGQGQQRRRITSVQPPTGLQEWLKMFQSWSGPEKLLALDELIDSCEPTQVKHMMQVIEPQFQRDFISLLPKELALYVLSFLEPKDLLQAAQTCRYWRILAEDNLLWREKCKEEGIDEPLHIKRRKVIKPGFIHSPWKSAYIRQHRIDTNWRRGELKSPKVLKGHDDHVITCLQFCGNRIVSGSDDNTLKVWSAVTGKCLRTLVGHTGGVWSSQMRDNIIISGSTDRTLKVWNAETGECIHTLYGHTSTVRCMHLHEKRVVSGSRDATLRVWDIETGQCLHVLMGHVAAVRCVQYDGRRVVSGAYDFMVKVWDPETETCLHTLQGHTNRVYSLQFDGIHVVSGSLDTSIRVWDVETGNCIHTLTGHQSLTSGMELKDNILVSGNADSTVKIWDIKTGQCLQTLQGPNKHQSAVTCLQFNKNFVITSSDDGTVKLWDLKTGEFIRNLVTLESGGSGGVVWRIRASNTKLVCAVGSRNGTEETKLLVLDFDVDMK
GPR151 ag: activates the human receptor GPR151 | Q8TDV0 | PathHunter beta-arrestin GPR151 cells, luminescence | activation, % at 11.2 µM | 650,000 tested, 1% active; in the data active = activation above about 4.9%;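 also: 0% = median of compound wells and 100% = cells with positive control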
TEAD-YAP block: TEAD-YAP interaction inhibition | HEK-TIYL cells, TEAD-Gal4/YAP UAS-luciferase luminescence | inhibition, % at 9.12 µM | 640,000 tested, 1.4% active; in the data active = inhibition above about 32%;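 also: 0% = median of test compound wells and 100% = reference inhibitor wells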
Active calls of the source: *; . = not tested or not shown. Compounds as they come, and some 3.4% of all compounds hit somewhere here.

SMILES | MITF inh | FBW7 activator | GPR151 ag | TEAD-YAP block
Cc1ccc2cc(C#N)c(SCC(=O)Nc3c(C)[nH]c(=O)[nH]c3=O)nc2c1 | 3 | 0.1 | -0.4 | 5
O=C(CC(=O)C(F)(F)F)c1ccccc1 | 6 | 0.0 | 2.0 | 3
Cc1cccc(N(CC(=O)N2CCCCC2)S(=O)(=O)c2ccccc2)c1C | 8 | -0.1 | -0.3 | -7
Cc1ccccc1C(=O)Nn1c(-c2cccc([N+](=O)[O-])c2)nc2ccccc2c1=O | -1 | -0.1 | 3.3 | -4
Cc1ccc(-c2nc(C(N)=O)c3[nH]c(=O)n(-c4cccc(C)c4)c3n2)cc1 | -6 | -0.2 | 2.5 | 2
O=C(NC(=S)Nc1cccnc1)c1ccccc1I | -3 | -0.2 | 1.0 | -20
O=[N+]([O-])c1nn(-c2ccc3c(c2)OCCO3)n(O)c1=NCc1ccc(F)cc1Cl | 10 | -0.3 | -1.5 | -70
O=c1sc2cc(Cl)c(Cl)c(Cl)c2n1Cc1ccccc1 | 8 | 0.1 | 0.5 | 4
O=C(O)c1cc2ccccc2c([N+](=O)[O-])c1O | 29 | 0.6 | 2.1 | -3
CCCCCCC(=O)c1c(C)[nH]c(C(=O)OCC)c1C | 7 | 0.2 | -0.2 | -28
Cc1ccc(CN2CCNC(=O)C2CC(=O)NCCOc2cccnc2)o1 (stereo not given) | -1 | -0.1 | 0.8 | 4
COc1cccc(C(=O)Nc2ccc(NC(=O)C3CC3)cn2)c1 | 5 | -0.1 | -4.6 | -38
COc1ccc(-c2nc3ccccc3c(=O)n2CC(=O)Nc2cccc(C)c2)cc1OC | 0 | 0.0 | 2.6 | 2
COc1ccccc1CNC(=O)c1c(O)c2ccccc2[nH]c1=O | 3 | -0.1 | 0.1 | 1
O=C(Nc1nc(-c2ccncc2)cs1)c1ccc([N+](=O)[O-])s1 | 1 | -0.2 | 1.6 | -4
CCNc1nc(NCC)n2c(SCC(=O)Nc3ccc(NC(C)=O)cc3)nnc2n1 | 16 | -0.2 | -0.8 | 5
COc1ccc(-c2csc(Nc3cc(Cl)ccc3OC)n2)cc1 | 5 | 0.0 | 1.4 | 2
CC(=O)N1CCSc2cc(S(=O)(=O)NCCCc3ccccc3)ccc21 | 9 | 0.5 | 1.8 | 35*
CC(=O)Oc1ccc(-c2ccc(C(=O)OCC(=O)OC(C)(C)C)cc2)cc1 | 15 | 0.1 | -0.4 | 7
O=[N+]([O-])c1ccc(N2CCOCC2)c(F)c1 | 16 | 0.2 | 0.4 | -1
COC(=O)c1c(NC(=O)CSc2ncnc3sc(C)c(C)c23)sc(Cl)c1-c1ccccc1 | 8 | 0.1 | 0.1 | 9
COC(=O)C1=C(C(=O)OC)SC(=C2C(=S)C(C)(C)N(Cc3ccccc3)c3ccc(C)cc32)S1 | 22 | -0.5 | -0.8 | 9
COc1cc(Cl)cc(/C=N/NC(=O)c2cccc(F)c2)c1O | 49 | -0.6 | 1.2 | 70*
CCC(C)C(=O)Nc1ccc(F)c([N+](=O)[O-])c1 (stereo not given) | -2 | -0.1 | 0.8 | -2
O=C1NC(=O)N(c2ccccc2)C1C=Nc1ccc(Cl)cc1 (stereo not given) | 12 | 0.6 | 0.4 | 8
Cc1[nH]c2ccccc2c1SCc1ccc(F)cc1 | 2 | -0.2 | 0.6 | 0
CC(C)Cc1nc(SCC(=O)Nc2ccccc2)n[nH]1 | -2 | 0.0 | -0.9 | -8
C[C@@H]1NC(=O)[C@@H]2C[C@H](NC(=O)c3cccs3)CN2C1=O | 2 | 0.0 | 0.3 | -5
COc1ccc(-c2noc(-c3cc4cccc(OC)c4oc3=O)n2)cc1 | 6 | 0.0 | -0.6 | -8
CCN1C=C(Cc2ccc(OC)cc2)C2=C(C1)C(c1ccc(OC)cc1)C(C#N)=C(N)O2 (stereo not given) | 13 | 0.5 | 4.1 | 4
O=C(CSc1nnc(-c2ccncc2)o1)N1CCOCC1 | 13 | 0.1 | -0.1 | 11
COc1cc(/C=C2/C(=O)N(c3ccc(Cl)c(C(=O)O)c3)N=C2C)cc2sc(=O)oc12 | 11 | -0.4 | 0.1 | 3
C[C@@H](OCc1ccccc1)[C@@H]1NC(=O)[C@H]2CN(C(=O)Oc3ccccc3)CCN2C1=O | -11 | 0.0 | 0.6 | 0
COc1ccc(C2=CC3=C(Br)C(=O)C(C)(OC(=O)C4CCCC4)C(=O)C3=CO2)cc1 (stereo not given) | -5 | -0.1 | -0.2 | .
CCOC(=O)c1cc2cccnc2nc1C | 12 | 0.7 | 0.7 | 1
CCN1CCN(C(c2ccc(Cl)cc2)c2nnnn2C(C)(C)C)CC1 (stereo not given) | -7 | 0.0 | 0.8 | 0
CN1CCc2c(sc(NC(=O)c3ccc([N+](=O)[O-])s3)c2C(N)=O)C1 | 14 | 0.0 | -1.0 | 2
CCOc1cccc2cc(C(=O)Nc3c(C)n(C)n(-c4ccccc4)c3=O)c(=O)oc12 | 6 | 0.1 | -0.9 | 3
CC(NC(=O)NC12CC3CC(CC(C3)C1)C2)c1ccncc1 (stereo not given) | 4 | -0.4 | 1.4 | 6
COc1ccc(-c2ocnc2C(=O)NCc2cccnc2)cc1 | 1 | -0.1 | 0.4 | 10

Reprinted from the part before: four entries, then new ones.
SMILES | MITF inh | FBW7 activator | GPR151 ag | TEAD-YAP block
CN1CCc2c(sc(NC(=O)c3ccc([N+](=O)[O-])s3)c2C(N)=O)C1 | 14 | 0.0 | -1.0 | 2
CCOc1cccc2cc(C(=O)Nc3c(C)n(C)n(-c4ccccc4)c3=O)c(=O)oc12 | 6 | 0.1 | -0.9 | 3
CC(NC(=O)NC12CC3CC(CC(C3)C1)C2)c1ccncc1 (stereo not given) | 4 | -0.4 | 1.4 | 6
COc1ccc(-c2ocnc2C(=O)NCc2cccnc2)cc1 | 1 | -0.1 | 0.4 | 10
Cc1c(C(=O)Nc2nccs2)oc2c1C(O)CC(C)(C)C2 (stereo not given) | -20 | -0.1 | -1.4 | -20
CCOC(=O)C1CCN(C(=O)CC(NS(=O)(=O)c2ccc(F)cc2)c2ccc(OC)cc2)CC1 (stereo not given) | 3 | 0.1 | 2.2 | 11
Cc1cccc(C)c1NC(=O)c1cc(-c2cccc(Br)c2)nc2ccccc12 | 17 | 0.2 | 3.6 | 7
O=S(=O)(c1ccccc1)N1N=C(c2ccc(Br)cc2)CC1c1ccc(F)cc1 (stereo not given) | 0 | -0.1 | -0.8 | -8
CN(Cc1ccn[nH]1)C(=O)CCC1(Cc2ccc(-c3ccccc3)cc2)CCC(=O)N1 (stereo not given) | -4 | 0.1 | -0.4 | 6
Cc1cc(N(C)C)nc(NCCNS(=O)(=O)c2cc(Cl)ccc2Cl)n1 | -12 | -0.2 | 1.7 | 21
c1ccc(CNc2nnnn2-c2ccccc2)cc1 | 8 | -0.1 | 1.2 | 17
COc1ccc(-c2noc(N(C)c3cc(Cl)c(OC)cc3OC)n2)cc1 | 7 | 0.0 | 1.7 | -5
CCN(CC)C(=O)C1CCCN(c2nc(Nc3cc(OC)c(OC)c(OC)c3)c3ncn(CCN4CCCC4=O)c3n2)C1 (stereo not given) | 9 | 0.2 | -0.9 | 7
Cc1cc2nc3c(=O)[nH]c(=O)[nH]c3nc2c([N+](=O)[O-])c1N | 68* | -0.6 | 1.0 | 2
O=C(CN1C(=O)c2cccc3cccc(c23)C1=O)N1CCCC1 | 2 | 0.0 | 2.7 | 1
O=C1OCCC1NC(=S)Nc1cccc2ccccc12 (stereo not given) | -9 | -0.1 | 0.6 | 4
CC(=O)N1CCN(C(=O)c2ccc(N3CC4CC(C3)c3cccc(=O)n3C4)c(NC(=O)c3cc4ccccc4oc3=O)c2)CC1 (stereo not given) | -3 | 0.1 | -1.0 | 0
Cc1cc(=O)n(CC(=O)Nc2ccc(Br)cc2)c(-n2nc(C)cc2C)n1 | 0 | -0.1 | 1.2 | -5
CN(Cc1ccccc1)C(=O)c1ccc(I)cc1 | -18 | 0.2 | 2.1 | 3
CCN(CC)C(=S)Sc1nc(Nc2ccc(C)cc2)nc(Nc2ccc(C)cc2)n1 | -4 | 0.0 | 0.4 | -1
NC(=O)C1CCN(S(=O)(=O)c2ccc3oc(=O)ccc3c2)CC1 | 2 | -0.1 | 2.1 | -3
O=C(Cn1c(=O)oc2cc(S(=O)(=O)N3CCCC3)ccc21)Nc1cccnc1 | 11 | 0.2 | 0.0 | -2
OCc1ccc(CN2CCCC(c3[nH]ncc3-c3c(F)cccc3F)C2)o1 (stereo not given) | 5 | -0.1 | 0.9 | 5
CC(CCc1ccccc1)NC(=O)Cn1ncn2cccc2c1=O (stereo not given) | 11 | 0.1 | 0.8 | -1

Random excerpt: 5 entries already listed, in no set order.
SMILES | MITF inh | FBW7 activator | GPR151 ag | TEAD-YAP block
O=C(Nc1nc(-c2ccncc2)cs1)c1ccc([N+](=O)[O-])s1 | 1 | -0.2 | 1.6 | -4
Cc1ccc2cc(C#N)c(SCC(=O)Nc3c(C)[nH]c(=O)[nH]c3=O)nc2c1 | 3 | 0.1 | -0.4 | 5
CCN1C=C(Cc2ccc(OC)cc2)C2=C(C1)C(c1ccc(OC)cc1)C(C#N)=C(N)O2 (stereo not given) | 13 | 0.5 | 4.1 | 4
COC(=O)C1=C(C(=O)OC)SC(=C2C(=S)C(C)(C)N(Cc3ccccc3)c3ccc(C)cc32)S1 | 22 | -0.5 | -0.8 | 9
COC(=O)c1c(NC(=O)CSc2ncnc3sc(C)c(C)c23)sc(Cl)c1-c1ccccc1 | 8 | 0.1 | 0.1 | 9

A different layout for 4 compounds above:
COc1ccc(-c2noc(N(C)c3cc(Cl)c(OC)cc3OC)n2)cc1
  MITF inh = 7
  FBW7 activator = 0.0
  GPR151 ag = 1.7
  TEAD-YAP block = -5
Cc1cccc(C)c1NC(=O)c1cc(-c2cccc(Br)c2)nc2ccccc12
  MITF inh = 17
  FBW7 activator = 0.2
  GPR151 ag = 3.6
  TEAD-YAP block = 7
OCc1ccc(CN2CCCC(c3[nH]ncc3-c3c(F)cccc3F)C2)o1 (stereo not given)
  MITF inh = 5
  FBW7 activator = -0.1
  GPR151 ag = 0.9
  TEAD-YAP block = 5
CCOC(=O)C1CCN(C(=O)CC(NS(=O)(=O)c2ccc(F)cc2)c2ccc(OC)cc2)CC1 (stereo not given)
  MITF inh = 3
  FBW7 activator = 0.1
  GPR151 ag = 2.2
  TEAD-YAP block = 11

(more compounds)
SMILES | MITF inh | FBW7 activator | GPR151 ag | TEAD-YAP block
Cc1sc(-n2cccc2)c(C(C)NC(=O)Nc2ccc3c(c2)OCCO3)c1C (stereo not given) | 10 | -0.1 | 2.0 | -16
NC(=O)c1cccnc1NCCO | 8 | 0.2 | 0.3 | 15
COc1ccc(CCNC(=O)CSc2nc3c(c(=O)n2C)SCC3)cc1OC | 5 | -0.2 | -0.4 | -2
CCC(C)NC(=S)Nc1ccc(OC)cc1 (stereo not given) | 2 | 0.0 | 0.0 | -1
CC1=C(C(=O)OCCc2ccccc2)C(c2ccc(F)cc2)NC(=O)N1 (stereo not given) | 4 | 0.1 | -0.2 | 9
CCc1nnc(NC(=O)c2ccc3c(c2)S(=O)(=O)c2ccccc2C3=O)s1 | 7 | -0.2 | -0.1 | 1
CCN(CC)C(=O)Cn1cnc2sc(C(=O)Nc3nnc(C)s3)c(C)c2c1=O | -1 | 0.0 | -0.3 | 2
O=C(CCCc1c[nH]c2ccccc12)NCCCn1ccnc1 | -7 | 0.0 | -1.1 | 2
CC(C)COC(=O)c1ccc2c(c1)C(=O)N(C1CCCCC1)C2=O | 9 | 0.0 | 4.2 | -2
O=C1N[C@@H](COCc2ccccc2)C(=O)N2C[C@@H](NCc3ccc4ncccc4c3)C[C@@H]12 | -3 | -0.1 | 0.3 | 13
CC1CCN(C(=O)Cn2nc(-c3ccc(Cl)cc3)ccc2=O)CC1 | 3 | -0.2 | -1.2 | -6
